hcGAS lum: Primary biochemical luminescence assay for human cyclic GMP-AMP synthase inhibitors | recombinant h-cGAS, ATP depletion, Kinase-Glo luminescence | hit rate 0.081% among 290,000 | inhibition, % at 12.5 µM | Q8N884; in the data active means inhibition above about 40%;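 further: 0% = vehicle reaction and 100% = reaction without DNA for no activity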
Target sequence (Q8N884 whole entry, looked up): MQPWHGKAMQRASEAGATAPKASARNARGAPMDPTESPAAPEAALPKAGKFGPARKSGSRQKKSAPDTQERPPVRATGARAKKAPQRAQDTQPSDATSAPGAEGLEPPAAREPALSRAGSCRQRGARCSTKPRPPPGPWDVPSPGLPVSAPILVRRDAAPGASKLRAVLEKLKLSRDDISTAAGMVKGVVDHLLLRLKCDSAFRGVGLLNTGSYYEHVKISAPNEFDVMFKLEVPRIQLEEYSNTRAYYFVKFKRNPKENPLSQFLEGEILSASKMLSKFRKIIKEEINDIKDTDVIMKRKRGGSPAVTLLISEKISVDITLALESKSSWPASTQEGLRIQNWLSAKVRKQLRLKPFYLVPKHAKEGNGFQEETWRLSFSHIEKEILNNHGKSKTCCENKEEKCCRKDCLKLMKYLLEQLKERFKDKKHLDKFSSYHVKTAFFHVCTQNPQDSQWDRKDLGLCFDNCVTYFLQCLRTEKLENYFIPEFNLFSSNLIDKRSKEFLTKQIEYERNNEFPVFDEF
Starred values were filed as active, the others as inactive. A portion of the library (hit frequency here may not be typical).

SMILES	hcGAS lum
O=C(Nc1ccc2oc(=O)[nH]c2c1)c1ccccc1OC1CCC1	-6.1
CCOC(=O)c1sc(-c2cc(C)cc(C)c2)cc1N	-10.1
CCOC(=O)c1cnc(SC)nc1-c1ccc(OC)nc1	-5.8
COc1cccc(CC2(CO)CCN(C(=O)CCc3cccs3)CC2)c1	-1.6
O=C(O)CC(NC(=O)c1ccc(Br)o1)c1cccs1 (stereo not drawn)	-1.2
Cn1nc(C(F)(F)F)c2cc(C(=O)N3CCN4CCNC(=O)C4C3)sc21 (stereo not drawn)	-4.6
Cc1c(C(=O)NCc2ccc3c(c2)n(C)c(=O)n3C)cnn1-c1ccccn1	-3.7
Cc1[nH]nc2nc3c(c(-c4cc(C)n(C5CC5)c4C)c12)C(=O)CC(C)(C)C3	2.2
OC1(C(Cl)(Cl)Cl)NCCN1c1ccccc1 (stereo not drawn)	-2.7
Cn1c(CNC(=O)C(C)(C)c2ccc(Cl)cc2)cc(=O)n(C)c1=O	0.4
CC1CCN(Cc2nnnn2CCCC(=O)N2CCC(OCc3ccccn3)CC2)CC1	-3.6
O=C1SCC(c2ccc(Cl)s2)=NN1Cc1nnc(-c2ccccc2)o1	-5.3
COCC1(C(=O)NC2CN(C)S(=O)(=O)c3ccsc32)CCC1 (stereo not drawn)	-2.1
C=CCN(Cc1ccc(C)s1)C(=O)C(C)OC(C)C (stereo not drawn)	-4.0
O=C(Nc1cccc(-n2cccn2)c1)C1CCCN(Cc2cccnc2)C1 (stereo not drawn)	-8.8

Overlap with the part before: 2 entries; new compounds follow.
SMILES	hcGAS lum
C=CCN(Cc1ccc(C)s1)C(=O)C(C)OC(C)C (stereo not drawn)	-4.0
O=C(Nc1cccc(-n2cccn2)c1)C1CCCN(Cc2cccnc2)C1 (stereo not drawn)	-8.8
COc1cc(OC)c(C(=O)OCc2ccc(Cl)cc2)cc1OC	-3.0
CCCCc1ncc(CN2CCCC(C(=O)Nc3ccccc3Oc3cccnc3)C2)[nH]1 (stereo not drawn)	-3.2
O=C(NC1CCc2ccccc2C1)N1CCC(N2CCCC2)C1 (stereo not drawn)	-8.9
CC1=CCC2([N+](=O)[O-])CN(CC(=O)O)CC1([N+](=O)[O-])C2 (stereo not drawn)	-6.1
Cn1nc(CC2CCN(CC3CCOC3)CC2)n(-c2ccccc2)c1=O (stereo not drawn)	-1.1
COCC1(C(=O)N2CCN(CC3CCCO3)CC2)CCC1 (stereo not drawn)	-4.3
COC(=O)c1ccc(COC(=O)c2cccc(C(F)(F)F)c2)cc1	-4.8
CCc1nc(SCC(=O)NCC2(O)C3CC4CC(C3)CC2C4)n[nH]1 (stereo not drawn)	-1.4
Cc1ocnc1C(=O)N1C[C@H]2OC(=O)N(CCc3cccc(Cl)c3)[C@H]2C1	-7.5
CCC(C)n1c(-c2cccc(S(=O)(=O)N3CCOCC3)c2)n[nH]c1=S (stereo not drawn)	2.4
CC(C)Cc1ncc2c(n1)CN(C(=O)CC1C(=O)NCCN1C(C)C)C2 (stereo not drawn)	-4.6
CC(NC(=O)c1cc(-c2cccn2C)n[nH]1)c1cn2ccsc2n1 (stereo not drawn)	-6.1
CCN(CC(=O)NC(C)(C)C)C(=O)c1oc2ccc(F)cc2c1C	-4.8
COCC1CCCCN1C(=O)c1cccc(OC2CCN(S(C)(=O)=O)CC2)c1 (stereo not drawn)	-2.0
Cc1ccccc1-c1noc(CN[C@@H]2c3ccccc3C[C@@H]2O)n1	-5.7
Cc1cc(CN(Cc2ccncc2)Cc2ccc(F)cc2)n(C)n1	-0.4
Cc1ccccc1-n1ncc(C(C)NC(=O)c2cscn2)c1C (stereo not drawn)	-4.9
COc1cc(F)c(C2CC(=O)Nc3cc(N4CCNC4=O)ccc32)cc1OC (stereo not drawn)	-4.2
Cc1cccnc1C(=O)N(Cc1ccccc1Cl)C(C)C	-4.3
Cc1c(C(=O)NC[C@H]2C[C@H]3C=C[C@H]2C32CC2)cnn1-c1ccccn1	-4.0
COc1ccccc1/C=C/CN1CCC(CO)(Cc2ccccc2)CC1	-4.1
Cc1ccc(N2CC(=N)C(n3cc[n+](C)c3)C2=O)cc1 (stereo not drawn)	-0.1
COc1cccc(-n2cc(CNC3CCN(S(C)(=O)=O)CC3)cn2)c1	-6.2
CN(CC1COCCO1)c1nc2nonc2nc1N1CCSCC1 (stereo not drawn)	-3.8
CC(NC(=O)c1cnn(-c2ccccc2)n1)c1cccs1 (stereo not drawn)	1.8
CC(C)[C@H](NC(=O)c1ccco1)C(=O)OCC(=O)Nc1cccc(F)c1	-10.1
CCC(CC)n1nc(C)cc1NC(=O)CN1C(=O)COc2ccc(C)cc21	-3.2
COc1c(F)cc(CC(=O)O)cc1S(N)(=O)=O	-5.3
CCCn1c(SCc2ccc(OC)c(F)c2)nc(O)cc1=O	-4.2
O=C1Cc2cc(C(=O)CSc3nnc(-c4cccc(F)c4)o3)c(Cl)cc2N1	29.1
CN1/C(=C/C(=O)CSc2nc(N)cc(=O)[nH]2)C(C)(C)c2ccccc21	-8.4
Cc1cccc(NC(=O)CCC2CCN(C(=O)c3cc(C)nc(C)n3)CC2)c1	-5.4
CSCc1ccc(C(=O)N(C)C/C=C/c2ccccc2)o1	-1.8
CCOc1cc(/C=C/C(=O)Nc2nnc(CC)s2)cc(Cl)c1OC	-14.9
Nc1cncc(-n2cnc(-c3ccccc3)c2)c1	-2.1
CC(C)CN1CC(C(=O)N(C)CC2(CO)CCOCC2)CC1=O (stereo not drawn)	-3.6
Cc1cccc(C(=O)N2CCN(C(C(N)=O)c3ccc(Cl)cc3)CC2)c1C (stereo not drawn)	-7.7
Cc1cnc2c(C(=O)N3CCCC3Cn3cccn3)cnn2c1 (stereo not drawn)	-3.2
Cc1ccc(C2(C(F)(F)F)NC(=O)C(C#N)=C3Sc4ccccc4N32)cc1 (stereo not drawn)	-8.1
O=C(Nc1ccsc1)N1CCN(Cc2ccccc2)CC1	-7.5
Cc1cc(P(O)N2CCOCC2)c(C)n1-c1ccc(Br)cc1 (stereo not drawn)	4.1
FC(F)(F)C1CN(c2ccc(-c3ccccc3)nn2)CCO1 (stereo not drawn)	-2.8
CCSc1nnc(NC(=O)CN2CCC(O)(c3cccnc3)CC2)s1	-6.9
CC(Cc1ccncc1)NC(=O)CCSc1ccc2c(c1)OCCO2 (stereo not drawn)	-6.5
O=C(C1=CCCCC1)N1CCC(CO)(Cc2ccccc2Cl)CC1	0.1
Cc1cccc2c(CCNC(=O)CN3C(=O)NC(=O)C3(C)C)c[nH]c12	-3.5
C=CCN(Cc1ccccc1Cl)C(=O)c1cnn(CC)c1	-7.3
O=S(=O)(c1ccc(Cl)c(N=Cc2ccc(F)c(F)c2)c1)N1CCCC1	-3.9
CC1CCc2c(sc3c2C(=O)NC2=C(C#N)C(c4ccccc4)(C(F)(F)F)NC(=O)N23)C1 (stereo not drawn)	-7.7
CCCN(C/C=C/c1ccccc1)C(=O)c1c(C)nc2ncccn12	-2.5
CSc1ccc(C(C)NC(=O)NC2CCCC2)cc1 (stereo not drawn)	-13.2
Cc1csc(SCC(=O)N2CCC(c3cc(C(C)C)n[nH]3)CC2)n1	-0.5
CCc1ccccc1-c1ccc(NC(C)=O)c(OC)c1	-6.6
Cn1ccn2ncc(C(=O)N3CCCC(C(=O)NCCCO)C3)c12 (stereo not drawn)	1.2
Cc1cccn2c(CC(=O)NCC(C)Oc3cccnc3)cnc12 (stereo not drawn)	-4.1
CCN(CC)c1ccc(CN2[C@@H]3CC[C@H]2CNC(=O)C3)cc1	-6.4
CCCC(C)NC(=O)c1cc(-c2ccco2)nc2c(C(N)=O)ncn12 (stereo not drawn)	-5.3
CC1CCN(c2ncc(C#N)c(NC(=O)CN3CCN(c4ccccc4)CC3)n2)CC1	-5.5
Cc1ccc(C2(O)CCN(c3ncnc4onc(C)c34)CC2)nc1	0.2
CCCc1nc(CNC2CCc3ccc(OC)cc3C2)cs1 (stereo not drawn)	-5.0

(listing goes on)
SMILES	hcGAS lum
Cc1nnsc1CN(C)Cc1cccc(C(=O)Nc2c(C)noc2C)c1	-6.9
O=c1[nH]ncc(SCc2ccc(Cl)cc2)c1SCc1ccc(Cl)cc1	-6.6
Cc1nnc(-c2cccc(-c3cc(F)c4c(c3)CC(CN)O4)c2)s1 (stereo not drawn)	1.0
CC(=O)Nc1ccc(-c2[nH]cnc2-c2ccccc2)cc1	-6.3
OCCN1CCN(C2=Cc3ccccc3C2)CC1	6.5
COc1ccc(CN2CCNC(=O)C2CC(=O)NCCn2cccn2)c(F)c1 (stereo not drawn)	-6.6
CCCn1ccnc1CN1CCCC1c1ccccn1 (stereo not drawn)	-10.8
CS(=O)(=O)N1CCC(CO)(Cc2ccccc2C(F)(F)F)CC1	4.3
CCCCC(CC)CNS(=O)(=O)c1cccc(F)c1 (stereo not drawn)	3.1
CCN1CCN(CC(=O)c2cc(OC)c(OC)c(OC)c2)CC1	-7.3
CCN(CC(=O)Nc1ccc(C#N)cc1)C1CCCCC1	-3.2
CC(Cn1cccn1)n1ccnc1-c1ccc2cccc(F)c2n1 (stereo not drawn)	-9.1
Cc1cc(CC(=O)N(Cc2ccccc2)Cc2scnc2C)on1	-9.7
O=C(c1noc2c1CCCC2)N1CCC(CO)(Cc2ccccc2Cl)CC1	1.1
COC(=O)c1cc2n(n1)CCN(C(=O)c1cccc(-c3cn[nH]c3)c1)C2	2.2

A run of entries taken from the entries so far, as a working copy:
SMILES	hcGAS lum
Cc1nnsc1CN(C)Cc1cccc(C(=O)Nc2c(C)noc2C)c1	-6.9
O=c1[nH]ncc(SCc2ccc(Cl)cc2)c1SCc1ccc(Cl)cc1	-6.6
Cc1nnc(-c2cccc(-c3cc(F)c4c(c3)CC(CN)O4)c2)s1 (stereo not drawn)	1.0
CC(=O)Nc1ccc(-c2[nH]cnc2-c2ccccc2)cc1	-6.3
OCCN1CCN(C2=Cc3ccccc3C2)CC1	6.5
COc1ccc(CN2CCNC(=O)C2CC(=O)NCCn2cccn2)c(F)c1 (stereo not drawn)	-6.6
CCCn1ccnc1CN1CCCC1c1ccccn1 (stereo not drawn)	-10.8
CS(=O)(=O)N1CCC(CO)(Cc2ccccc2C(F)(F)F)CC1	4.3
CCCCC(CC)CNS(=O)(=O)c1cccc(F)c1 (stereo not drawn)	3.1
CCN1CCN(CC(=O)c2cc(OC)c(OC)c(OC)c2)CC1	-7.3
CCN(CC(=O)Nc1ccc(C#N)cc1)C1CCCCC1	-3.2
CC(Cn1cccn1)n1ccnc1-c1ccc2cccc(F)c2n1 (stereo not drawn)	-9.1
Cc1cc(CC(=O)N(Cc2ccccc2)Cc2scnc2C)on1	-9.7
O=C(c1noc2c1CCCC2)N1CCC(CO)(Cc2ccccc2Cl)CC1	1.1
COC(=O)c1cc2n(n1)CCN(C(=O)c1cccc(-c3cn[nH]c3)c1)C2	2.2

Next compounds.
SMILES	hcGAS lum
CSCCC(NC(=O)Nc1cccc(C)c1)c1nnc2ccccn12 (stereo not drawn)	0.4
COC(=O)c1cc2n(n1)CCCN(C(=O)COc1ncnc3ccccc13)C2	-2.6
Cc1cccc(N2CCN(C(=O)c3cccc(Br)c3)CC2C)c1 (stereo not drawn)	-12.5
CN1CCN(C(=O)CC2CSc3ccccc3NC2=O)CC1 (stereo not drawn)	-5.1
COc1cccc(Cc2nnc(NC(=O)N3CCOC(C)C3)s2)c1 (stereo not drawn)	0.8
O=C(CC1CCc2ccccc21)NCc1cc(-c2ccco2)on1 (stereo not drawn)	-2.6
CC(C)(C)NC(=O)CCCC(=O)O	-4.7
COc1cc2c(cc1-c1nccn1Cc1noc(C(C)C)n1)CCC2	-5.2
CCn1ncc(CN(C)C(=O)COc2c(C)ccc(C)c2C)c1C	-2.8
Cc1cccc(NS(=O)(=O)c2ccc(F)cc2F)c1C(=O)O	-8.1
CC(C)(NC(=O)c1cccs1)C(=O)N1CCCC2(CC1)CNC(=O)O2 (stereo not drawn)	-5.2
CC(C)CN1CC(C(=O)N(C)CCc2cn[nH]c2)CC1=O (stereo not drawn)	-5.8
C=CCN(Cc1cccnc1)Cc1ccnc2ccccc12	-1.6
CCOc1ccc2ccccc2c1CN(C)Cc1noc(C)n1	-4.1
O=C1CNC(=S)N1c1ccc2c(c1)nc1n2CCCCC1	-10.2
Cc1ccnc(NCCn2cnc(-c3ccccc3)c2-c2cnc(C)[nH]2)c1	-2.0
CN(CC(=O)OC1CCOC1=O)S(=O)(=O)c1ccc(Cl)cc1 (stereo not drawn)	-4.7
NC(=O)c1ccc(-c2[nH]cnc2-c2ccccc2)cc1	-0.3
COCCC(=O)N1C[C@H]2OC(=O)N(Cc3ccc(OC)c(OC)c3)[C@H]2C1	-4.7
COc1nccnc1-c1ccc2c(c1)OCO2	-6.1
CN(CC1(CO)CCOCC1)C(=O)c1ccc(NC(=O)C2CCC2)cc1	-4.4
O=C(/C=C/c1ccc(Br)cc1)N1CCCC1c1ccccc1 (stereo not drawn)	-3.5
O=C(Nc1ccccc1Oc1cccnc1)C1CCCN(Cc2ccn[nH]2)C1 (stereo not drawn)	-5.2
C=C1C(C)(C)[C@H]2CC[C@]1(C(=O)N1CCn3cncc3C1)C2	-3.2
CC(=O)c1cc(CN2CCCC2c2ccccn2)cs1 (stereo not drawn)	0.8
CCn1cc(-c2c(-c3ccccc3)ncn2Cc2sc(COC)nc2C)c(C)n1	-6.2
CC(C)c1cc(C2CCN(C(=O)c3ccc(C#CC(C)(C)O)o3)CC2)[nH]n1	-4.5
CC(C)C1CN(C(=O)c2cn(CCCN)nn2)CCC(=O)N1CC1CC1 (stereo not drawn)	-5.2
Cc1cccnc1CN1CCN(c2nc3nonc3nc2N2CCCCCC2)CC1	-7.0
CCC(C)C(c1n[nH]c(CCc2ccccc2)n1)N1Cc2ccccc2C1=O (stereo not drawn)	-6.7
CCC(NC(=O)c1cc(C(C)C)nn1C)c1ccc(S(C)(=O)=O)cc1 (stereo not drawn)	-1.4
CCC(C)OC(=O)c1cc(C)nc2c(Br)cc(Br)cc12 (stereo not drawn)	1.9
CCCc1nc(NCc2cc(-c3ccccc3F)no2)c2cnn(C)c2n1	-5.0
C=C1N(C)c2ccc(NC(=O)c3ccccc3)cc2C1(C)C	-14.1
O=C(Nc1ccc2c(c1)CN(C(=O)c1cscn1)CC2)c1ccccc1Cl	5.4
Cc1nc(CN(C)C(=O)c2ccccc2OC2CCN(S(C)(=O)=O)CC2)cs1	5.6
Cc1ccc(NC(=O)CN2CC(C(=O)O)CC2=O)c(F)c1 (stereo not drawn)	1.1
Cc1nc(COC(=O)c2ccc(CO)cc2)cs1	-9.4
CC(NC(=O)Nc1cccc2cccnc12)C1CCN(C)CC1 (stereo not drawn)	-3.6
CCc1nc(Cn2cnc(-c3ccccc3)c2-c2cc(C)[nH]n2)cs1	-1.4
